Screening data from PubChem BioAssay.
UGM FP inh = Mtb UDP-galactopyranose mutase inhibition. P9WIQ1. purified UGM, fluorescence polarization probe displacement. inhibition, % at 10 µM. 320,000 tested, 0.06% active; in the data active = inhibition above about 10%, passing the limit was not always enough; inconclusive = no clear call, values can overlap the other calls
Target sequence (P9WIQ1 whole entry, looked up): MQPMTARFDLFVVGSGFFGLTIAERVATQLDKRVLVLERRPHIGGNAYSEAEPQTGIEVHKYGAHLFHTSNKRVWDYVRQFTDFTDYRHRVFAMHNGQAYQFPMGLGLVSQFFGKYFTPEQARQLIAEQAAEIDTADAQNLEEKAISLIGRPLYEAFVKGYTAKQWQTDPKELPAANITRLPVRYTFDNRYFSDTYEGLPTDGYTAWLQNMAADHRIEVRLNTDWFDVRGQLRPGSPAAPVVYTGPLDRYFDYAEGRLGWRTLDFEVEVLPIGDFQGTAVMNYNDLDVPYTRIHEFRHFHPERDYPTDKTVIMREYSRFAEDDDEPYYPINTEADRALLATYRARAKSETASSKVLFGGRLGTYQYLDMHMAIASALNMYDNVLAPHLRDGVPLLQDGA
GDH-TPI counter = inhibits GDH-TPI coupling enzymes, artifact for Mtb FBA screen; GDH-TPI coupled enzyme counterscreen, NADH absorbance; inhibition, % at 4.8 µM; 360,000 tested, 1.2% active; AID 588335; in the data active = inhibition above about 30%;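 also: 0% = DMSO wells and 100% = wells lacking the enzyme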
FadD28 FP inh = blocks FadD28 binding to the bisubstrate probe | AID 588549 | fluorescence polarization | 360,000 tested, 0.22% active | inhibition, % at 12.5 µM; in the data active = inhibition above about 8.5%, passing the limit was not always enough; inconclusive = no clear call, values can overlap the other calls
PfHsp40 rescue = compounds rescuing yeast from Plasmodium falciparum HSP40 toxicity. S. cerevisiae expressing PfHsp40, growth rescue, ATP luminescence. growth rescue, % at 12.5 µM. 340,000 tested, 0.68% active. AID 504582; in the data active = growth rescue above about 28%, passing the limit was not always enough; inconclusive = no clear call, values can overlap the other calls;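 also: yeast W303a lacking pdr1 and pdr3 grown in galactose medium; growth measured after three days at 30 °C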
Mtb BioA inh = inhibitors of Mycobacterium tuberculosis BioA enzyme; purified M. tuberculosis BioA enzyme, plate reader; AID 602481; 360,000 tested, 0.096% active; inhibition, % at 9.99 µM; in the data active = inhibition above about 40%; inconclusive = no clear call, values can overlap the other calls
Anthrax LF prot = inhibitors of Bacillus anthracis lethal factor protease; P15917; multiplex microsphere protease cleavage assay, LF; inhibition, % at 10 µM; 360,000 tested, 0.12% active; AID 588501; also: plate controls were buffer without enzyme for full effect and enzyme alone for no effect
Mtb FBA inh = inhibits M. tuberculosis FBA enzyme; P9WQA3; purified M. tuberculosis FBA, fluorescence read-out; inhibition, % at 1 µM; 360,000 tested, 2.3% active; AID 588726; in the data active = inhibition above about 27%;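 also: 0% = vehicle and 100% = reference inhibitor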
Target sequence (P9WQA3 whole entry, looked up): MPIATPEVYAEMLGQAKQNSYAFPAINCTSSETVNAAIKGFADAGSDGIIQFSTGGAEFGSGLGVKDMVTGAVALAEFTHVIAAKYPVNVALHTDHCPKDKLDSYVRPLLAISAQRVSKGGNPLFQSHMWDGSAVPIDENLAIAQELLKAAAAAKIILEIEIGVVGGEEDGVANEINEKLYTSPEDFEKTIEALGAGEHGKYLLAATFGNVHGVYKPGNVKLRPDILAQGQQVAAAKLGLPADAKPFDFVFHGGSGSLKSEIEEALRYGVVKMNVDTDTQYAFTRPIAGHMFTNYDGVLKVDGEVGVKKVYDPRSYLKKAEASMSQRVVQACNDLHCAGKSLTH
BoNT A protease = blocks Botulinum neurotoxin A light chain protease. multiplex microsphere protease substrate cleavage, flow cytometry. 360,000 tested, 0.17% active. inhibition, % at 10 µM; also: plate controls were buffer without enzyme for full effect and enzyme alone for no effect
BoNT F protease = blocks Botulinum neurotoxin F light chain protease; 360,000 tested, 0.22% active; Multiplex microsphere protease cleavage assay, flow cytometry; inhibition, % at 10 µM; in the data active = inhibition above about 35%, passing the limit was not always enough; inconclusive = no clear call, values can overlap the other calls; also: plate controls were buffer without enzyme for full effect and enzyme alone for no effect
* = called active by the depositor; ? = inconclusive; / = not tested or not shown; & = joins results of further samples. Rule as the data show it, unless noted: active = inhibition above about 30%; inconclusive = no clear call, values can overlap the other calls; inactive = below that.

compound,UGM FP inh,GDH-TPI counter,FadD28 FP inh,PfHsp40 rescue,Mtb BioA inh,Anthrax LF prot,Mtb FBA inh,BoNT A protease,BoNT F protease
Cc1ccc(Cl)cc1N1CCN(C(=O)Cc2c(C(=O)O)[nH]c3ccc(Cl)cc23)CC1,-0.2,6.4,-0.5,-0.8,/,1.5,3.4,-4.5,-9.4
CCc1ccc(CN2CCN(Cc3ccc(SC)cc3)CC2)cc1,4.2,-1.9,-1.7,2.1,/,-3.6,0.8,-0.5,2.7
Cc1nnc(SCC(=O)NNC(=O)C(C)C)[nH]c1=O,-0.8,15.5,-0.9,-1.6,-1.6,0.0,1.6,-1.6,0.4
COc1ccc(Nc2c3c(nc4ccccc24)CCCC3)cc1OC,-2.4,8.1,0.4,0.8,/,-2.1,-0.3,-0.2,-7.7
CC(C)OC(=O)c1c(N)n(CCCN2CCOCC2)c2nc3ccccc3nc12,-0.2,12.1,-1.4,0.6,-1.7,1.8,146.6*,2.2,1.8
Cc1cc(C)c2c(c1)/C(=C/C(=O)c1ccc(Br)s1)C(=O)N2,0.2,-6.5,-1.6,0.1,0.8,-5.1,-0.6,?,-8.4
O=C1NC(=O)C(=Cc2ccccc2[N+](=O)[O-])S1,/,9.5,-1.8,1.1,3.6,-3.9,-1.4,-0.4,-15.6
Cc1ccc(N2CCN(C3=NC(=O)/C(=C\c4cn[nH]c4-c4ccccc4)S3)CC2)cc1,3.0,5.0,0.3,0.3,/,-1.0,-3.8,-1.4,-11.5
COc1cccc(C(=O)COc2ccccc2N2C(=O)C3C4C=CC(C4)C3C2=O)c1 (stereo unspecified),-0.8,-5.7,-3.1,1.1,/,-0.6,-3.3,0.4,-3.4
COC(=O)c1ccccc1-c1ccc(/C=N/Nc2nc(N3CCCC3)nc(N3CCCC3)n2)o1,1.5,60.5*,-2.1,1.6,0.5,13.6,22.9,-5.1,?
Cc1c(NC(=O)c2cccc(NC(=O)Cc3ccccc3Cl)c2)c(=O)n(-c2ccccc2)n1C,/,3.1,-1.7,/,-0.2,-1.8,-1.8,-0.2,0.2
Nc1cc(N)nc(SCCOc2ccccc2)n1,-0.5,13.6,-1.4,0.1,-1.0,-0.1,0.9,-0.2,-7.6

Another view of part of the listing above:
Cc1cc(C)c2c(c1)/C(=C/C(=O)c1ccc(Br)s1)C(=O)N2
  UGM FP inh: 0.2 | GDH-TPI counter: -6.5 | FadD28 FP inh: -1.6 | PfHsp40 rescue: 0.1 | Mtb BioA inh: 0.8 | Anthrax LF prot: -5.1 | Mtb FBA inh: -0.6 | BoNT A protease: ? | BoNT F protease: -8.4
O=C1NC(=O)C(=Cc2ccccc2[N+](=O)[O-])S1
  UGM FP inh: / | GDH-TPI counter: 9.5 | FadD28 FP inh: -1.8 | PfHsp40 rescue: 1.1 | Mtb BioA inh: 3.6 | Anthrax LF prot: -3.9 | Mtb FBA inh: -1.4 | BoNT A protease: -0.4 | BoNT F protease: -15.6

(further entries)
compound,UGM FP inh,GDH-TPI counter,FadD28 FP inh,PfHsp40 rescue,Mtb BioA inh,Anthrax LF prot,Mtb FBA inh,BoNT A protease,BoNT F protease
CC(=O)Nc1ccccc1NC(=O)C/C(C)=N/NC(=O)c1ccc([N+](=O)[O-])c(Cl)c1,0.3,6.4,0.1,-0.2,-2.0,-1.5,1.1,-0.2,-0.6
CNC(=O)COC(=O)/C=C/c1ccc(F)cc1,-2.2,-21.9,-3.2,-1.0,-0.9,1.6,5.1,-0.6,0.7
CCN(CC)CCCn1c(C)cc2c(c1=O)C(c1cc(OC)c(OC)cc1OC)C(C#N)=C(N)O2 (stereo unspecified),-0.4,0.5,-4.1,1.8,-0.6,0.4,0.8,-0.3,-0.6
CCOC(=O)c1c(NC(=O)CSc2nc3cccnc3n2C)sc(C(C)=O)c1C,1.5,8.2,-2.2,-0.8,0.2,1.5,1.5,0.1,-20.8
COc1cc(C2NC(=O)NC(c3ccccc3)=C2C(C)=O)ccc1OCC(=O)O (stereo unspecified),-1.8,10.0,0.7,0.0,-0.9,1.0,1.7,3.7,23.1
CCCc1cc(=O)[nH]c(SCC(=O)NCc2ccc3c(c2)OCO3)n1,1.8,-3.9,-2.2,-2.1,1.0,-0.1,-0.3,2.7,1.8
O=C(O)c1cc2cccc(S(=O)(=O)N3CCOCC3)c2cc1O,-2.9,14.7,-3.5,1.2,-0.2,-2.1,7.6,-0.9,-7.1
COC(=O)Cc1ccc(NC(=S)NCc2ccc(S(N)(=O)=O)cc2)cc1,0.9,5.2,-0.9,0.4,3.8,-7.3,4.7,1.9,-13.6
NNC(=O)CSc1ncc(-c2ccccc2)[nH]1,-2.1,3.5,-0.1,0.5,/,1.4,1.1,0.1,1.4
O=C(Nc1ccccc1)N(Cc1cccs1)C1CCCC1,0.9,-4.2,-6.5,-0.3,0.4,1.4,1.6,0.0,8.9
COc1cccc(NC(=O)C(C#N)Cc2ccncc2)c1 (stereo unspecified),-0.8,-1.9,0.4,0.7,-0.6,0.7,-1.0,6.0,9.6
COc1ccc(NC(=O)N(C)C[C@H]2Oc3c(NC(=O)Nc4c(C)noc4C)cccc3C(=O)N([C@H](C)CO)C[C@@H]2C)cc1,/,10.4,-0.4,-0.2,-1.1&0.1,5.8,5.9,-0.4,-4.7

(further entries)
compound,UGM FP inh,GDH-TPI counter,FadD28 FP inh,PfHsp40 rescue,Mtb BioA inh,Anthrax LF prot,Mtb FBA inh,BoNT A protease,BoNT F protease
Cc1cccc(Cn2nc(C(C)(C)C)cc2C(=O)Nc2ccc(F)cc2)c1,-0.2,7.0,-0.9,3.2,-1.5,-9.9,-1.3,-4.2,?
O=C(Nc1ccccc1)NC1(C(=O)N2CCN(C(=O)c3ccco3)CC2)CCCCC1,4.2,0.6,-1.0,-0.9,-5.0,1.2,-2.6,0.2,8.8
CCCCC[C@H]1CN(CCCC)C(=O)[C@@H]1CC(=O)NCc1ccccc1,2.1,-0.8,-2.8,3.4,5.4,-0.1,-1.9,-0.7,-2.9
NP(=O)(Oc1ccccc1)c1ccccc1 (stereo unspecified),/,-1.3,-2.4,-0.6,0.5,-9.3,0.8,0.0,-7.7
CCN(CC)C(=O)CN1C(=O)c2cccc3cccc1c23,-0.8,4.3,-5.9,-1.2,-0.4,13.5,4.6,2.0,12.1
Cc1c2cnn(CC(=O)O)c(=O)c2c(C)n1Cc1ccccc1,2.2,-5.3,-2.8,-1.2,2.0,5.9,1.7,-0.9,-2.4
CCOCCCNC(=O)Cn1nc(-c2ccc(OC)c(OC)c2)ccc1=O,/,1.8,-2.4,/,-0.8,-7.0,0.4,-0.7,-2.2
COc1ccc(C(=O)N=C2SC3CS(=O)(=O)CC3N2c2ccccc2)cc1OC (stereo unspecified),-1.6,16.2,-1.3,2.1,-1.6,5.5,-2.2,2.4,4.0
Cn1c(N2CCOCC2)nc(-c2ccccc2)c1-c1ccccc1,-0.5,2.1,-0.1,0.0,0.6,-5.3,102.9*,-1.8,-20.2
COC(=O)c1ccccc1NC(=O)CSc1nc(-c2ccco2)cc(C(F)(F)F)n1,/,-2.8,-2.0,2.2,-1.1,-2.8,-2.5,-1.0,-4.6
CCCNS(=O)(=O)c1cc(CN2C(=O)c3cccnc3C2=O)ccc1OC,-1.3,-8.0,0.4,-0.9,1.7,0.0,2.4,-1.0,0.5
CCCn1c(C(CO)Nc2nc(C)cs2)nc2ccccc21 (stereo unspecified),-0.1,-0.4,-1.3,2.0,-4.0,-1.8,1.9,-0.6,-4.9

(more compounds)
compound,UGM FP inh,GDH-TPI counter,FadD28 FP inh,PfHsp40 rescue,Mtb BioA inh,Anthrax LF prot,Mtb FBA inh,BoNT A protease,BoNT F protease
COc1cc(C(=O)Nc2ccc(NC(=O)c3ccccc3Cl)nc2)cc(OC)c1OC,1.6,14.2,0.4,-0.2,1.5,1.2,-1.8,-0.2,-1.0
Cc1ccc(CN(C(=O)c2cc(=O)c3cc(Cl)c(C)cc3o2)C2CCS(=O)(=O)C2)cc1 (stereo unspecified),-3.0,3.0,-3.3,0.1,8.2,-5.6,0.3,-0.1,-3.7
CCCN(Cc1cc2cc(OC)ccc2[nH]c1=O)C(=O)c1ccco1,0.9,2.6,-1.7,0.6,-1.0,-10.8,8.9,1.2,-4.6
COc1ccccc1N1CCN(C(=O)CCCCCn2c(=S)[nH]c3cc4c(cc3c2=O)OCO4)CC1,/,17.0,0.1,/,-3.3,-4.5,2.3,0.1,-3.4
CCCCNC(=O)CCn1c(=O)c2ccccc2n(Cc2cc(C)ccc2C)c1=O,0.7,3.0,-0.8,-2.6,-0.1,-3.4,3.5,-0.7,-6.9
COc1ccccc1CN(C)CC(=O)NC1CCCc2ccccc21 (stereo unspecified),2.9,3.9,-1.1,1.4,/,2.1,0.2,-0.3,5.3
COCCC(=O)N1CCC(Oc2ccc(C(=O)NCCc3ccccn3)cc2)CC1,0.7,4.5,-0.2,-1.4,0.6,-3.7,-0.3,0.3,-1.5
CCCCCN1N=C(C)CC1=O,-2.0,-6.4,-1.9,0.6,/,-7.0,0.9,-0.7,-6.0
CCCCNC(=S)NNC(=O)C1=NN(c2cc(C)ccc2C)C(=O)CC1,1.3,25.6,-0.8,-0.6,-1.9,5.6,7.2,2.4,24.4
CC1Cc2ccccc2N1C(=S)Nc1ccc(S(N)(=O)=O)cc1 (stereo unspecified),2.7,0.0,-2.9,1.7,/,-3.2,-0.7,-0.5,-8.4
CC(=O)N1N=C(c2ccncc2)CC1c1ccccc1O (stereo unspecified),-0.3,-7.6,-5.3,-0.2,0.4,-3.3,-1.4,1.0,5.8
CC[N+](C)(CC)CCOC(=O)C1c2ccccc2Oc2ccccc21,1.4,3.4,-3.4,-1.0,1.0,-0.8,0.2,-0.4,-5.0

(further entries)
compound,UGM FP inh,GDH-TPI counter,FadD28 FP inh,PfHsp40 rescue,Mtb BioA inh,Anthrax LF prot,Mtb FBA inh,BoNT A protease,BoNT F protease
COc1ccc(N2CCN(c3ccc([N+](=O)[O-])cc3Cl)CC2)cc1,-0.9,12.0,-0.9,-0.6,3.1,-1.9,1.0,0.8,-1.8
Cc1noc(C)c1CSCC(=O)N(C)CC(=O)Nc1ccccc1C(F)(F)F,1.5,4.0,/,-1.5,-0.5,2.8,2.0,-0.6,4.3
CCc1ccc(NC(=O)C(=O)N/N=C(\C)CC(=O)NCc2ccc(Cl)cc2)cc1,-2.6,8.3,-1.9,0.9,/,-6.0,0.5,-0.3,-5.2
CCC(C)(C)n1nnnc1C(c1cc2cc(OC)ccc2[nH]c1=O)N1CCc2ccccc21 (stereo unspecified),0.9,8.6,0.7,-1.9,-2.1,1.3,10.7,1.7,0.1
O=C(CCC1CCCCC1)Nc1ncn[nH]1,0.3,0.0,-3.8,0.6,/,-11.8,-0.3,0.1,3.8
Cc1cc(C)c2oc(C(=O)Nc3ccc(S(=O)(=O)Nc4nccs4)cc3)cc(=O)c2c1,-1.8,15.2,0.8,0.6,/,3.9,-1.4,0.3,3.3
Cn1c(SCc2ccc(Br)cc2)nnc1-c1ccccn1,-0.7,-16.1,-4.5,-1.0,0.6,?,-1.7,-8.6,2.8
O=C(Nc1nc(-c2cccnc2)cs1)c1ccccc1F,0.3,4.3,-1.9,-0.5,/,0.6,0.6,-0.7,-1.8
CCOC(=O)c1c(-c2ccc(C)o2)csc1NC(=S)NC(=O)c1ccc(F)cc1,1.0,11.3,-2.2,-0.7,/,-1.0,4.2,-0.2,-3.5
